Assay outcomes: PubChem BioAssay, NCI
All columns: NCI-60 one-dose screen, growth in % after 48 h at 10 µM unless noted; 100 = growth as untreated, 0 = no growth, -100 = all killed.
SN12C = SN12C renal cancer cells; 81,000 tested, 3.8% active; AID 1794767
IGROV1 = IGROV1 ovarian cancer; 79,000 tested, 4.7% active; AID 1794786
ACHN = ACHN renal cancer | 81,000 tested, 4.9% active
UO-31 = UO-31 renal cancer | AID 1794768 | 81,000 tested, 5.2% active
786-0 = 786-0 renal cancer cells; 81,000 tested, 5.1% active; AID 1794775
TK-10 = TK-10 renal cancer cells | 81,000 tested, 3.9% active
NCI/ADR-RES = NCI/ADR-RES ovarian cells | 81,000 tested, 4.4% active | AID 1794790
CAKI-1 = CAKI-1 renal cancer | 75,000 tested, 4.7% active | AID 1794772
* marks the source's active call; other numbers are inactive results; . = no result given; & = joins results of further samples. Rule for the calls: active = growth percent below 10; inactive = the rest.

structure	SN12C	IGROV1	ACHN	UO-31	786-0	TK-10	NCI/ADR-RES	CAKI-1
CC1=[O+][B-](F)(F)Oc2cc(C)oc(=O)c21	99	82	105	91	96	87	101	96
CC(C)N1CCC1CO (configuration not stated)	101	98	97	86	85	94	98	88
CC(C)=C/C(C)=C(/C#N)C(=O)OC(C)C	118	95	109	87	112	102	109	108
N#CCCNCc1ccccc1	91	118	109	94	101	119	105	92
Cc1ccc2c(C3C4=C(CCCC4=O)OC3c3cc(=O)oc4ccc(C)cc34)cc(=O)oc2c1 (configuration not stated)	111	103	102	87	97	97	110	.
N#Cc1c(-c2ccco2)c(C#N)c(=O)n(-c2cccc(C(F)(F)F)c2)c1N	93	91	103	67	101	137	103	87
O=S(=O)(Nc1cccc2[nH]cnc12)c1ccc(F)c(Cl)c1	87	79	84	69	95	98	95	85
c1nc(NCC2CCCO2)cc(Nc2ccc(OCCN3CCCC3)cc2)n1 (configuration not stated)	97	109	108	85	111	98	111	.
O=C(O)c1ccc2c(c1)nc(-c1ccccc1)n2C1CCCCC1	98	109	102	90	101	89	110	103
NS(=O)(=O)c1ccc(N2C(=O)[C@H]3CC=CC[C@H]3C2=O)cc1	103	105	105	68	108	108	99	96
COc1cc(OC)c(C(=O)CCCN2CCCC2)c(OC)c1	91	98	105	94	102	146	88	105
COC(=O)c1c2c(n(-c3ccccc3)c1C)C=CCC2	99	99	103	87	95	111	101	88
CC/C(=C(\c1ccc(O)cc1)c1ccc(OCCN(C)C(=O)COCCNC(=O)c2cccc3c2CN(C2CCC(=O)NC2=O)C3=O)cc1)c1ccccc1 (configuration not stated)	99	106	99	98	99	108	109	89
Oc1c2c(n3cccc13)=c1cc(Cl)ccc1=N2	100	105	101	95	95	110	112	119
Cc1cccc[n+]1CC(=O)c1cccc2ccccc12	105	106	101	91	88	.	111	102
COc1cc(-c2cc(-c3c[nH]c4ccccc34)nc(-c3c[nH]c4ccccc34)c2C#N)cc(OC)c1OC	91	74	99	66	103	128	100	76
COc1cc(CN(CCC(=O)c2ccc(Cl)cc2)Cc2ccccc2)cc(OC)c1OC	108	102	104	87	104	107	100	99
O=C(Nc1ccccc1)c1cc(-n2cnc([N+](=O)[O-])c2)ccn1	105	122	105	102	98	107	95	.
COc1cc(SC)ccc1C(=O)N1CCCC(C)C1 (configuration not stated)	71	76	61	88	83	106	66	41
CC(=O)Nc1ccc(/C=N\NC(=O)C2CC2)cc1	101	101	105	93	100	104	112	.
N#Cc1c(N)nc2c(-c3nc4ccccc4s3)c(Nc3ccccc3)sc2c1N	91	64	98	67	110	147	96	97
O=C1CSC(c2ccccc2Cl)N1c1nnc(Cn2nnc3ccccc32)o1 (configuration not stated)	87	80	84	66	89	.	62	41
Clc1ccc(-c2cn3c(n2)SCC3)c(Cl)c1Cl	90	101	88	78	82	90	84	70
CCN(c1ccccc1)S(=O)(=O)c1cc([N+](=O)[O-])ccc1Cl	61	54	80	54	97	107	42	48
C/C(=N\NC(=S)Nc1ccc(C)cc1)c1sc(Nc2ccccc2)nc1C	94	81	88	79	102	133	92	60
CC(=O)c1nnn(C(C)C(N)=O)c1C (configuration not stated)	100	111	116	93	103	104	107	106
CCOC(=O)NC(C)C	100	91	100	81	96	115	93	98
O=C1N=c2cc3c(cc2=C/C1=C/c1sc(=S)n(Cc2ccco2)c1O)OCCO3	89	96	101	94	100	99	96	88
O=C1c2ccccc2C(=O)N1CCP(=O)(c1ccccc1)c1ccccc1	115	84	93	94	95	131	92	88
COc1ccc(C(=O)c2ccccc2C(=O)O)cc1Br	105	105	104	98	103	98	107	98
Cc1ccc(-c2nc(Nc3ccc(C(=O)O)cc3)c3ccccc3n2)cc1	49	92	76	42	86	113	77	88
COc1ccc(-c2nc(SCCCCCC(=O)NO)[nH]c(=O)c2C#N)cc1	107	103	104	104	98	97	104	105
Cc1c(Cl)cccc1NC(=O)OC(C)C	108	109	104	89	100	108	100	95
Cc1ccc(/C=N/N2C(=O)c3ccccc3C2=O)cc1	111	118	101	90	103	112	110	94
Cc1cc[n+](C)cc1C	116	99	120	81	107	101	108	103
COc1ccc(N)cc1C(=O)Nc1cccc(-c2cc(=O)c3c(OC)c(OC)c(OC)cc3o2)c1	50	51	52	29	54	82	61	43
O=C(/C=C\c1cc(Br)ccc1O)/C=C/c1cc(Br)ccc1O	-55*	-17*	-60*	-73*	-68*	-20*	7.6*	-2.6*
COc1ccc2[nH]c(O)c(/C=c3/ccc4c(c3)N=C(c3cc(OC)c(OC)c(OC)c3)N=4)c2c1	88	103	92	72	100	119	102	96
NC(=O)CSc1nc2ccccc2c(=O)n1CCc1ccccn1	103	107	99	87	101	103	96	90
c1ccc(CSc2nnc(NC3CCCCC3)s2)cc1	92	.	102	99	97	109	102	93
COc1ccc(C(=O)CSc2nccc(Nc3ccc(S(=O)(=O)Nc4nccc(C)n4)cc3)n2)cc1	115	109	106	82	103	110	112	98
CC1=CC2N=NN(Cc3cccc(NC(=O)CCC(=O)O)c3)C2C=C1C (configuration not stated)	102	111	105	86	100	107	113	99
Nc1cc(S(=O)(=O)O)ccc1O	105	119	106	95	107	92	106	93
C#CCSc1nnc(-c2ccncc2)o1	98	97	92	76	96	86	98	88
CCOC(=O)CCCn1c2c(sc3ncccc32)c(=O)n2nnc(-c3ccccc3)c12	94	82	82	54	103	106	100	101
O=C(O)CCC(=O)/C=C/c1ccc(O)c(O)c1	101	114	107	99	102	120	117	97
O=C(CSc1nnc(-c2cccnc2SCc2ccccc2)o1)Nc1nc(Cl)cc(Cl)n1	103	105	103	68	.	109	101	96
Cc1ccc(-n2cc(-c3ccccc3)c3c(SCc4n[nH]c(=S)o4)ncnc32)cc1	96	92	95	73	98	122	97	77
N#CCCNc1ccc2c(c1)C(=O)c1ccccc1-2	92	102	103	94	99	108	101	102
COc1ccc(C(=O)CSc2nnc3sc(Nc4ccccc4)nn23)cc1	104	109	101	84	94	96	94	97

(continued)
structure	SN12C	IGROV1	ACHN	UO-31	786-0	TK-10	NCI/ADR-RES	CAKI-1
CCCCCCCCCCCCC#N	97	109	106	100	93	92	104	101
CN=c1scc(-c2ccccc2)n1NC(=O)Cn1nc(-c2ccccc2)ccc1=O	104	94	103	63	110	121	103	91
CN(C)CCCOc1cccc(NC2=C(Cl)C(=O)C(Nc3cccc(OCCCN(C)C)c3)=C(Cl)C2=O)c1	-69*	-67*	-98*	-93*	-94*	-99*	75	.
OC1(Cc2ccccc2)CCN(c2ccc3nnc(Cl)n3n2)CC1	95	110	98	81	105	91	99	87
COc1ccc2c(c1)sc1nc3nc4n(c(=N)c3c(=N)n12)-c1ccccc1Sc1ccccc1-4	92	85	89	60	105	98	93	63
O=C(O)CSc1ncnc2nc[nH]c12	104	104	107	94	100	.	100	100
CC(=O)Oc1ccccc1C(=O)Nc1ccc(C(=O)/C=C/c2ccncc2)cc1	34	10	0.8*	44	34	.	92	63
CS(=O)(=O)c1ccc2c(c1)c1c(n2C(=O)c2ccc(Cl)cc2)CCCC1=O	107	107	102	97	93	113	105	89
SC(c1ccccc1)(c1ccccc1)c1ccccc1	99	113	106	96	95	103	106	107
CCCSc1nc(Nc2ccc(C(C)=O)cc2)c(C#N)c(-c2ccccc2)n1	113	107	102	115	102	133	108	113
O=C(C1CN(c2cccc(Cl)c2)N(c2cccc(Cl)c2)C1=O)N1CCOCC1 (configuration not stated)	93	80	88	63	104	94	86	88
COc1cc(NC(=O)c2ccccc2)c(OC)cc1N	104	77	101	68	97	104	97	83
N#CC(c1ccccc1)N(CCc1ccccc1)C(=O)Oc1ccccc1 (configuration not stated)	101	109	96	86	104	103	99	96
Clc1ccc(Cc2nnc3sc(-c4ccccc4)nn23)cc1	106	100	106	89	92	.	92	86
COC(=O)C1CCCCCCC1=O (configuration not stated)	98	106	114	89	102	104	96	96
O=C(O)C1CCCN1C(=O)OCc1ccccc1 (configuration not stated)	103	104	109	81	106	106	105	95
NC(N)=NC(N)=NCCCc1ccco1	108	100	107	102	112	86	103	96
CCN1CCCC(OC(=O)C(c2ccccc2)c2ccccc2)C1 (configuration not stated)	105&110	100&108	103&110	78&84	93&97	91&105	104&105	97&98
O=C(/C=C/c1cn(Cc2ccc(Cl)cc2)c2ccccc12)c1ccccc1	84	83	66	62	74	76	85	36
CCn1c(SCC(=O)Nc2ccc(S(=O)(=O)Nc3ccc(Cl)nn3)cc2)nc2ccccc2c1=O	104	106	110	88	102	103	106	95
COC(=O)[C@@H](OC(=O)NS(=O)(=O)N(c1ccc(F)cc1)C1CCN(Cc2ccc(F)cc2)CC1)C(C)C	102	96	107	88	87	86	97	.
COC(=O)C1(CC(=O)C2CC2)NC(=S)NC(=O)C1C#N (configuration not stated)	102	112	116	90	102	113	108	97
C/C=C/C(N)=O	106	106	97	92	.	105	106	98
O=C(O)c1ccc2c(c1N=Nc1c(O)[nH]c(=O)[nH]c1=O)C(=O)c1ccccc1C2=O	99	100	97	77	107	116	102	83
O=C(N/N=C/c1ccc(B(O)O)s1)c1[nH]c2ccc(Br)cc2c1-c1ccccc1	-79*	-75*	-100*	-76*	-66*	-93*	-34*	-60*

Part of the list above in order of molar mass, smallest number first:
structure	SN12C	IGROV1	ACHN	UO-31	786-0	TK-10	NCI/ADR-RES	CAKI-1
C/C=C/C(N)=O	106	106	97	92	.	105	106	98
CS(=O)(=O)c1ccc2c(c1)c1c(n2C(=O)c2ccc(Cl)cc2)CCCC1=O	107	107	102	97	93	113	105	89
CN=c1scc(-c2ccccc2)n1NC(=O)Cn1nc(-c2ccccc2)ccc1=O	104	94	103	63	110	121	103	91

As a short view, some entries already given:
structure	SN12C	IGROV1	ACHN	UO-31	786-0	TK-10	NCI/ADR-RES	CAKI-1
CS(=O)(=O)c1ccc2c(c1)c1c(n2C(=O)c2ccc(Cl)cc2)CCCC1=O	107	107	102	97	93	113	105	89
SC(c1ccccc1)(c1ccccc1)c1ccccc1	99	113	106	96	95	103	106	107
CCCSc1nc(Nc2ccc(C(C)=O)cc2)c(C#N)c(-c2ccccc2)n1	113	107	102	115	102	133	108	113
O=C(C1CN(c2cccc(Cl)c2)N(c2cccc(Cl)c2)C1=O)N1CCOCC1 (configuration not stated)	93	80	88	63	104	94	86	88
COc1cc(NC(=O)c2ccccc2)c(OC)cc1N	104	77	101	68	97	104	97	83
N#CC(c1ccccc1)N(CCc1ccccc1)C(=O)Oc1ccccc1 (configuration not stated)	101	109	96	86	104	103	99	96
Clc1ccc(Cc2nnc3sc(-c4ccccc4)nn23)cc1	106	100	106	89	92	.	92	86
COC(=O)C1CCCCCCC1=O (configuration not stated)	98	106	114	89	102	104	96	96
O=C(O)C1CCCN1C(=O)OCc1ccccc1 (configuration not stated)	103	104	109	81	106	106	105	95
NC(N)=NC(N)=NCCCc1ccco1	108	100	107	102	112	86	103	96
CCN1CCCC(OC(=O)C(c2ccccc2)c2ccccc2)C1 (configuration not stated)	105&110	100&108	103&110	78&84	93&97	91&105	104&105	97&98
O=C(/C=C/c1cn(Cc2ccc(Cl)cc2)c2ccccc12)c1ccccc1	84	83	66	62	74	76	85	36
CCn1c(SCC(=O)Nc2ccc(S(=O)(=O)Nc3ccc(Cl)nn3)cc2)nc2ccccc2c1=O	104	106	110	88	102	103	106	95
COC(=O)[C@@H](OC(=O)NS(=O)(=O)N(c1ccc(F)cc1)C1CCN(Cc2ccc(F)cc2)CC1)C(C)C	102	96	107	88	87	86	97	.
COC(=O)C1(CC(=O)C2CC2)NC(=S)NC(=O)C1C#N (configuration not stated)	102	112	116	90	102	113	108	97
C/C=C/C(N)=O	106	106	97	92	.	105	106	98
O=C(O)c1ccc2c(c1N=Nc1c(O)[nH]c(=O)[nH]c1=O)C(=O)c1ccccc1C2=O	99	100	97	77	107	116	102	83
O=C(N/N=C/c1ccc(B(O)O)s1)c1[nH]c2ccc(Br)cc2c1-c1ccccc1	-79*	-75*	-100*	-76*	-66*	-93*	-34*	-60*

(cont.)
structure	SN12C	IGROV1	ACHN	UO-31	786-0	TK-10	NCI/ADR-RES	CAKI-1
O=C1C=CC(=Nc2ccc(O)c(Cl)c2)C=C1	102	115	101	71	115	86	112	107
O=C(CCC(=O)Nc1ccccc1)Nc1ccccc1	99	97	103	79	101	.	110	96
CCCCCCCCCCCCCCCCCCCC(=O)NCCc1c[nH]c2ccc(O)cc12	85	94	99	72	100	118	96	105
CSc1nc(N)nn1S(=O)(=O)c1ccc(C)cc1	97	105	103	73	104	103	103	91
C=CCn1c(O)c(N=Nc2nc(-c3cc4ccccc4oc3=O)cs2)c2cc(Br)ccc21	89	102	103	83	64	114	93	97
C=CC(=O)NCCNc1nccc(Nc2ccc(S(=O)(=O)Nc3ccccn3)cc2)n1	98	106	98	83	92	92	107	96
CC(Sc1nc2sc3c(c2c(=O)n1-c1ccc(Cl)cc1)CCCC3)C(=O)Nc1nc(-c2ccccc2)cs1 (configuration not stated)	104	99	103	80	96	98	96	90
